Screens deposited in PubChem by several laboratories.
PfHsp40 rescue: compounds rescuing yeast from Plasmodium falciparum HSP40 toxicity | AID 504582 | S. cerevisiae expressing PfHsp40, growth rescue, ATP luminescence | growth rescue, % at 12.5 µM | 340,000 tested, 0.68% active; in the data active = growth rescue above about 28%, passing the limit was not always enough; inconclusive = no clear call, values can overlap the other calls;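 note: yeast W303a lacking pdr1 and pdr3 grown in galactose medium; growth measured after three days at 30 °C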
Yp Topo-I inh: inhibitors of Yersinia pestis topoisomerase I; Y. pestis Topo-I cleavage product accumulation, plate reader; activity, % at 10 µM; 360,000 tested, 0.064% active; AID 504884; in the data active = activity above about 50%, passing the limit was not always enough; inconclusive = no clear call, values can overlap the other calls; note: inactives centre near 2
Anthrax LF inh2: anthrax lethal factor protease inhibition; inhibition, % at 10 µM; multiplex microsphere protease cleavage assay, LF; 360,000 tested, 0.12% active; AID 588501; P15917; note: plate controls were buffer without enzyme for full effect and enzyme alone for no effect
Target sequence (P15917 whole entry, looked up): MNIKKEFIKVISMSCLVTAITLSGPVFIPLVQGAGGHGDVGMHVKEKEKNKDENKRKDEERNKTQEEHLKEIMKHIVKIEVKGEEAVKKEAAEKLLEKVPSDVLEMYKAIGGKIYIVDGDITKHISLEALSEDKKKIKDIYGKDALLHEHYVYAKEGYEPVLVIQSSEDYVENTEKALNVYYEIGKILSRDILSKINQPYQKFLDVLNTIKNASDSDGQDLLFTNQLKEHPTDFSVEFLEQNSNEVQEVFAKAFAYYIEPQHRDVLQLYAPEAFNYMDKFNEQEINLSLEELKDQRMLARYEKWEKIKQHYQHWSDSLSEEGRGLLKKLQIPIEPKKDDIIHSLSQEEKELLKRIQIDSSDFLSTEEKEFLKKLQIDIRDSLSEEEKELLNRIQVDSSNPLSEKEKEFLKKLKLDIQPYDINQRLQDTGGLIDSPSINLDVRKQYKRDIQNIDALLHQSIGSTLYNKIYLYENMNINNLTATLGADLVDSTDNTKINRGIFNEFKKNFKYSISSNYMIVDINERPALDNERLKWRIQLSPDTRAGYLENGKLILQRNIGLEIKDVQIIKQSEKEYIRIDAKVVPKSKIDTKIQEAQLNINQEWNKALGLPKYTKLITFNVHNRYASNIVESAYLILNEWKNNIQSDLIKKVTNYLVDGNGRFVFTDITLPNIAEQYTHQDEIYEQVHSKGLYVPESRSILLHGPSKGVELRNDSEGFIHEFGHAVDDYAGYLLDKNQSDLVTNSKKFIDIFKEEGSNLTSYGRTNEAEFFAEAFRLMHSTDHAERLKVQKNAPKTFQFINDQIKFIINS
CCHF vOTU inh: CCHFV vOTU protease inhibition | Pep-AMC fluorescence | inhibition, % at 11.5 µM | 370,000 tested, 0.55% active; in the data active = inhibition above about 30%; note: 0% = vehicle wells with enzyme and 100% = no enzyme wells
Vc quorum ag: inducers of Vibrio cholerae quorum light production without autoinducers; AID 588436; 350,000 tested, 0.16% active; V. cholerae BH1578 lux reporter, luminescence, 6 h; activation, % at 18.7 µM; in the data active = activation mostly above about 9.7%, no sharp cut-off; inconclusive = no clear call, values can overlap the other calls; inactive = mostly below about 3.7%; note: not every result past the cut was called active; inactives centre near 0; reference of the scale not given here
TcdB GH inh: TcdB glycohydrolase inhibition; P18177; TcdB glycohydrolase enzymatic assay, plate reader; inhibition, % at 9.99 µM; 350,000 tested, 0.24% active; AID 652162; in the data active = inhibition above about 10%
DUSP3 inh: DUSP3 (human) phosphatase inhibition. P51452. recombinant VHR phosphatase, pNPP absorbance. inhibition, % at 13.3 µM. 290,000 tested, 0.52% active; in the data active = inhibition above about 50%; note: some compounds called inactive have numbers as strong as hits
Target sequence (P51452 whole entry, looked up): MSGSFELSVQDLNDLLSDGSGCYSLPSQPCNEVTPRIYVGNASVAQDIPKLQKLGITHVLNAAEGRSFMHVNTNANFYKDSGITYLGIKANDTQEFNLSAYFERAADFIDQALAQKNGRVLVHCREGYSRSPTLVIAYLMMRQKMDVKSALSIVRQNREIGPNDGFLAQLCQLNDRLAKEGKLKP
PriA SSB inh: inhibitors of Klebsiella pneumoniae PriA binding to SSB C-terminal tail; AID 1272365; AlphaScreen SSBct-PriA binding, biotinylated peptide; inhibition, % at 33 µM; 430,000 tested, 0.6% active; in the data active = inhibition mostly above about 37%, no sharp cut-off; inactive = mostly below about 20%;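 note: plate controls were negative control peptide for no effect and reference peptide for full effect; strong numbers were not always called active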
BoNT-A LC inh2: inhibitors of Botulinum neurotoxin A light chain protease. inhibition, % at 10 µM. 360,000 tested, 0.17% active. multiplex microsphere protease substrate cleavage, flow cytometry; note: plate controls were buffer without enzyme for full effect and enzyme alone for no effect
3CLpro inhibitor: SARS-CoV 3CLpro protease inhibition | P0C6X7 | recombinant SARS-CoV 3CLpro, quenched FRET peptide cleavage | inhibition, % at 6 µM | 290,000 tested, 0.14% active; in the data active = inhibition above about 12%
Starred values were filed as active, the others as inactive; i = inactive; ? = inconclusive; / = no result given. Cut-off read from the data, not from the text of the source, unless noted: active = inhibition above about 30%; inconclusive = no clear call, values can overlap the other calls; inactive = below that.

Letter code: A = PfHsp40 rescue; B = Yp Topo-I inh; C = Anthrax LF inh2; D = CCHF vOTU inh; E = Vc quorum ag; F = TcdB GH inh; G = DUSP3 inh; H = PriA SSB inh; I = BoNT-A LC inh2; J = 3CLpro inhibitor
CCOC(=O)C(C)NC(=O)CCc1nnc2ccc(N3CCC(C)CC3)nn12 (stereo not given)
  A = /	B = -6	C = -1	D = -7	E = -0.5	F = 1.5	G = 10	H = 6	I = 1.8	J = 1
CC(C)CNc1ncnc2c1ncn2[C@H]1CN(Cc2ccc(F)cc2)C[C@@H](CO)O1
  A = /	B = 3	C = 3	D = 9	E = -0.8	F = 3.3	G = /	H = /	I = -0.2	J = /
COc1ccc(NC(=O)N2CCN(C(=O)Nc3ccc(OC)cc3)CC2)cc1
  A = -0.7	B = -8	C = -5	D = -3	E = -0.2	F = -0.1	G = 27	H = -8	I = 0.4	J = 6
CC1Oc2cc3c(-c4c(O)cc(O)c5c(O)c6c(cc45)OC(C)C(C)C6=O)c(O)cc(O)c3c(O)c2C(=O)C1C (stereo not given)
  A = 77*	B = -52	C = -24	D = /	E = -0.4	F = /	G = 13	H = 3	I = -2.7	J = 1
CNC(=S)N(CCc1c(C)[nH]c2ccc(C)cc12)Cc1cccnc1
  A = 0.1	B = 3	C = 1	D = 5	E = /	F = 2.3	G = 13	H = 9	I = -0.1	J = 2
CCCN(CCC)c1nc(Cl)nc(NCc2ccco2)n1
  A = 0.7	B = 8	C = -3	D = 4	E = -0.3	F = /	G = -16	H = -1	I = -0.2	J = 3
C[C@@H]1CCCCO[C@H](CN(C)Cc2ccc(C(F)(F)F)cc2)[C@H](C)CN([C@@H](C)CO)C(=O)c2cc(NC(=O)Cc3ccccc3)ccc2O1
  A = /	B = 20	C = 0	D = 27	E = i	F = 3.8	G = /	H = /	I = -0.3	J = /
Cc1ccc(CCNS(=O)(=O)c2cnc[nH]2)cc1
  A = -1.0	B = 1	C = 0	D = 3	E = -0.7	F = /	G = -8	H = -8	I = 0.2	J = -5
O=C(C[C@H]1C/C=C/CC[C@@H](Cc2ccc(F)cc2)C(=O)O[C@@H](c2ccccc2)CNC1=O)NCCO
  A = 0.6	B = 4	C = -7	D = -4	E = i	F = 2.3	G = /	H = 13	I = -0.2	J = /
CCN(CC)CCCC(C)NC(=O)c1cc(=O)c2ccccc2o1 (stereo not given)
  A = -0.5	B = 3	C = 0	D = -4	E = -0.5	F = 1.3	G = 13	H = -2	I = -0.7	J = 1
CCNC(=O)COC(=O)c1cc(S(=O)(=O)N2CCCc3ccccc32)ccc1Cl
  A = 0.5	B = 27	C = -7	D = -2	E = i	F = 1.1	G = -4	H = -13	I = -0.5	J = 2
CCN(C(=O)C1CSC2(C)CCC(=O)N12)c1nc2c(C)cccc2s1 (stereo not given)
  A = 1.8	B = -2	C = 2	D = 4	E = i	F = 0.5	G = /	H = -11	I = -4.9	J = /
CCC(C)n1cnc2c(=O)oc3ccccc3c21 (stereo not given)
  A = 0.0	B = -6	C = -4	D = 11	E = 114*	F = 2.2	G = 17	H = -14	I = -1.2	J = -4
Cc1cccnc1NC(=O)c1ccc2c(c1)NC(=O)C(C)S2 (stereo not given)
  A = -0.1	B = 5	C = /	D = -8	E = -0.5	F = 1.2	G = /	H = -7	I = /	J = /
O=C(CSc1nc(O)c(C2CCCCC2)c(=O)[nH]1)Nc1ccc(F)cc1
  A = -1.0	B = 5	C = -3	D = 3	E = -0.9	F = 0.2	G = 12	H = -15	I = -0.8	J = 1
COc1ccc(C(=O)Nc2ccc3ccccc3n2)c(OC)c1OC
  A = 2.8	B = 12	C = 10	D = 4	E = -1.5	F = -0.5	G = 16	H = -15	I = 0.0	J = 2
O=C(O)COc1ccccc1Cc1ccccc1
  A = -0.5	B = 5	C = 0	D = -2	E = -1.9	F = /	G = 15	H = -15	I = -0.5	J = -3
CN(C)S(=O)(=O)c1cccc(NC(=O)CN2C(=O)C3C4C=CC(C4)C3C2=O)c1 (stereo not given)
  A = -0.3	B = -2	C = 1	D = 2	E = -0.2	F = /	G = 5	H = 0	I = 0.2	J = 4
COc1ccc(CCNC(=O)C2CCCN(C(=O)c3ccc(Cl)cc3)C2)cc1 (stereo not given)
  A = -2.2	B = 6	C = 2	D = 13	E = -0.1	F = 0.0	G = 5	H = -4	I = 1.1	J = 2
CCOC(=O)NC(=O)CSc1ccc2ccccc2n1
  A = 0.1	B = 11	C = -7	D = 1	E = -0.3	F = -3.2	G = 48	H = -13	I = -0.2	J = 0
N#Cc1cn(CC(=O)O)c2ccccc12
  A = -0.5	B = 3	C = 2	D = -1	E = 1.0	F = /	G = 7	H = -8	I = -0.2	J = 1
Cc1nc(-c2cccc(NC(=O)Cc3ccccc3)c2)cs1
  A = 0.9	B = 3	C = -3	D = -2	E = -1.4	F = -0.6	G = -8	H = -14	I = -0.4	J = 3
O=C(CCCc1ccccc1)Nc1nccs1
  A = 0.0	B = -2	C = -13	D = 8	E = -0.4	F = 1.9	G = /	H = 0	I = -4.4	J = /
COc1ccc(C(CNC(=O)c2cccc(S(=O)(=O)Nc3ccc(F)cc3)c2)N2CCOCC2)cc1 (stereo not given)
  A = 0.9	B = 17	C = -1	D = -1	E = i	F = 0.1	G = /	H = -4	I = -0.9	J = /
COc1ccc(NC(=O)CCCCn2c(=O)[nH]c3ccccc3c2=O)cc1
  A = -0.9	B = 2	C = -3	D = -34	E = 1.5	F = /	G = 27	H = -14	I = 0.2	J = 4

Brought forward from above: 5 compounds, followed by the next part.
Letter code: A = PfHsp40 rescue; B = Yp Topo-I inh; C = Anthrax LF inh2; D = CCHF vOTU inh; E = Vc quorum ag; F = TcdB GH inh; G = DUSP3 inh; H = PriA SSB inh; I = BoNT-A LC inh2; J = 3CLpro inhibitor
N#Cc1cn(CC(=O)O)c2ccccc12
  A = -0.5	B = 3	C = 2	D = -1	E = 1.0	F = /	G = 7	H = -8	I = -0.2	J = 1
Cc1nc(-c2cccc(NC(=O)Cc3ccccc3)c2)cs1
  A = 0.9	B = 3	C = -3	D = -2	E = -1.4	F = -0.6	G = -8	H = -14	I = -0.4	J = 3
O=C(CCCc1ccccc1)Nc1nccs1
  A = 0.0	B = -2	C = -13	D = 8	E = -0.4	F = 1.9	G = /	H = 0	I = -4.4	J = /
COc1ccc(C(CNC(=O)c2cccc(S(=O)(=O)Nc3ccc(F)cc3)c2)N2CCOCC2)cc1 (stereo not given)
  A = 0.9	B = 17	C = -1	D = -1	E = i	F = 0.1	G = /	H = -4	I = -0.9	J = /
COc1ccc(NC(=O)CCCCn2c(=O)[nH]c3ccccc3c2=O)cc1
  A = -0.9	B = 2	C = -3	D = -34	E = 1.5	F = /	G = 27	H = -14	I = 0.2	J = 4
O=C(CN(Cc1ccccc1)S(=O)(=O)c1ccccc1)N/N=C/c1ccccc1C(=O)O
  A = 1.6	B = 14	C = 0	D = -13	E = -0.1	F = 0.2	G = 20	H = /	I = -0.5	J = 8
Cc1sc(NC(=O)COc2ccccc2)c(C#N)c1-c1ccccc1
  A = -1.2	B = 17	C = -11	D = 26	E = -0.3	F = /	G = 8	H = 11	I = -0.4	J = -7
COC(=O)C1=C(c2ccc(S(C)(=O)=O)cc2)C[C@@H]2CC[C@H]1N2C(=O)NC1CC1
  A = 17	B = 10	C = -18	D = -10	E = 0.8	F = 0.3	G = /	H = -5	I = 0.3	J = /
CCOC(=O)N1CCC(NC(=O)Cn2cc3c(n2)CCC(C)C3)CC1 (stereo not given)
  A = 1.8	B = 17	C = -5	D = 12	E = /	F = /	G = 0	H = -17	I = 0.0	J = -5
O=C1NN=C(c2ccc(Cl)cc2)CC1c1cccc(Cl)c1 (stereo not given)
  A = 5.3	B = 42	C = -2	D = 10	E = i	F = /	G = 24	H = -8	I = -0.5	J = -2
COc1ccc(CC(=O)NC(=S)NNC(=O)COc2c(C)cccc2C)cc1
  A = ?	B = 0	C = 0	D = 4	E = -0.1	F = /	G = -14	H = -3	I = -0.9	J = -3
O=C(CSc1ccsc1[N+](=O)[O-])NCc1ccco1
  A = -1.4	B = -4	C = 0	D = -7	E = 0.1	F = -0.3	G = 28	H = -4	I = -0.4	J = -4
CCN1c2ccccc2N(C)C1(C)c1ccccc1 (stereo not given)
  A = 0.8	B = -10	C = -32	D = /	E = -0.8	F = /	G = 26	H = 36	I = 2.5	J = 5
O=C(CSc1nnc(Nc2ccccc2)s1)NC1CCS(=O)(=O)C1 (stereo not given)
  A = -2.0	B = -1	C = -3	D = -13	E = -1.0	F = 0.3	G = /	H = 2	I = -0.2	J = /
CN(C(=O)c1cccc(NC(=O)Cc2ccc(NC(=O)C3CCN(C(=O)C4CCCC4)CC3)cc2)c1)C1CCC1
  A = 1.8	B = 23	C = 0	D = -2	E = i	F = -0.5	G = /	H = -8	I = 0.7	J = /
CCOC(=O)C[C@H]1c2ccccc2S(=O)(=O)N1c1ccccc1
  A = 1.0	B = 6	C = -1	D = -4	E = i	F = 2.1	G = /	H = 8	I = -0.2	J = /
COC(=O)c1cccc(C23CC4(C2)[C@H](CN(C)[C@@H]4c2ccccc2)C3c2ccccc2)c1 (stereo not given in full)
  A = -0.6	B = -1	C = -7	D = 4	E = -0.8	F = 0.7	G = 0	H = 25	I = -1.6	J = /
Cc1cc(NC(=O)CCC(=O)N(Cc2ccco2)C(C(=O)NC2CCCCC2)c2cccs2)no1 (stereo not given)
  A = 2.0	B = 26	C = -7	D = -2	E = 1.1	F = 0.0	G = 14	H = 5	I = -0.3	J = 2
S=C(NCc1ccc(Cl)cc1)NCc1ccco1
  A = 1.9	B = 3	C = -4	D = -6	E = i	F = 0.8	G = 24	H = 8	I = -0.4	J = -2
CC1CN(C(=O)c2ccc(COc3ccccc3Br)o2)CC(C)O1 (stereo not given)
  A = -1.5	B = 14	C = -2	D = -10	E = -0.3	F = 0.1	G = 42	H = -5	I = 0.0	J = 0
CC(O/N=C\c1ccccc1O)C(=O)Nc1ccccc1C(=O)N1CCOCC1 (stereo not given)
  A = -0.6	B = -2	C = -3	D = -7	E = i	F = /	G = 2	H = /	I = -0.1	J = 2
Fc1cccc(Nc2nc3ccccc3n3cnnc23)c1
  A = -2.6	B = 2	C = -12	D = -8	E = -3.7	F = -0.2	G = -1	H = 3	I = -0.3	J = 1
COc1ccc(S(=O)(=O)N2CCOCC2)cc1NC(=O)CSc1ccccc1
  A = 1.2	B = 11	C = -3	D = 0	E = i	F = 1.7	G = 21	H = -8	I = 2.5	J = 0
O=[N+]([O-])c1ccc(N2CCCC2)c2ccncc12
  A = 2.2	B = -2	C = -1	D = 18	E = -0.3	F = 0.4	G = 18	H = 6	I = 3.3	J = -1
c1cc2c3c(cccc3c1)C(N1CCOCC1)=N2
  A = -0.3	B = 4	C = -1	D = -16	E = -0.4	F = -0.6	G = 25	H = -5	I = -4.5	J = 6
COc1ccc(NC(=O)C2CCCN2S(=O)(=O)c2ccc(F)cc2)cc1 (stereo not given)
  A = -1.5	B = 1	C = -4	D = 2	E = -0.2	F = 1.1	G = 13	H = -7	I = -0.5	J = -4
CCc1ccc(NC(=O)C(C)OC(=O)/C=C/c2cccc([N+](=O)[O-])c2)cc1 (stereo not given)
  A = -0.6	B = 0	C = 1	D = -15	E = i	F = /	G = 1	H = 8	I = -1.2	J = -1
COc1ccc(CN2CCNC(=O)C2CC(=O)N2CCc3ccccc3C2)c(OC)c1 (stereo not given)
  A = -0.4	B = 2	C = -5	D = 4	E = 0.1	F = 0.6	G = 30	H = -2	I = -1.5	J = 0

The list is partial; count on the stated rates, not on these rows.
